HCMV inh: qHTS Assay for inhibitors of the human cytomegalovirus (HCMV); HFF cells, HCMV-luciferase reporter, 72 h; hits give low values; actives 4.5% (n = 410,000); activity change, negative = inhibition, % at 57.5 µM; in the data active = activity change below about -60%; inconclusive = no clear call, values can overlap the other calls; inactive = above about -39%
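Human foreskin fibroblasts infected with luciferase-reporter HCMV at MOI 1 PFU/cell, compounds at two doses. Luciferase measured 72 h post infection; normalized to buffer-only basal and Salinomycin (10uM) controls.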
HCV inh: qHTS Assay for Inhibitors of Hepatitis C Virus (HCV); Huh7.5.1 HCVcc-Cre infection, luciferase reporter, 44 h; Potency, µM (doses to about 41.8 µM), for the others: at the top dose activity change, negative = inhibition, actives largely listed as inhibitors; actives 3.4% (n = 340,000); note: potency is the fitted concentration of half-maximal effect
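Antiviral activity was scored by luciferase reporter output from cells infected with HCVcc-Cre (~0.5 moi) in presence of compound, 44 h infection period, cells seeded 1,000/well 4 h prior.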
AMA1-RON2 inh: qHTS for Inhibitors of AMA1-RON; Towards Development of Antimalarial Drug Lead: Primary Screen; actives 0.2% (n = 360,000); AID 720542, 2013; Plasmodium falciparum AMA1 (3D7) - RON2 peptide interaction; Potency, µM (series often up to 58.2 µM), for the others: at the top dose activity change, negative = inhibition, most hits filed as inhibitors; AlphaScreen AMA1-biotinylated RON2 peptide binding;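 note: potency is the fitted concentration of half-maximal effect; 0% = vehicle wells and -100% = peptide control; nearly all actives have a fitted effect of over 45% in size; some results filed as inactive show a strong effect at the top dose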
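AMA1 (3D7) with his tag at 25 nM final met compounds first, then biotinylated RON2 peptide at 25 nM; detection used donor plus acceptor beads, 10 µg/mL apiece, read by AlphaScreen after 30 min at room temperature.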
Sm TGR inh: qHTS Assay for the Inhibitors of Schistosoma Mansoni Peroxiredoxins; Schistosoma mansoni thioredoxin glutathione reductase (TGR), Q962Y6; purified TGR, DTNB reduction, TNB absorbance 405 nm; Potency, µM (highest dose often 114 µM), inactives show at the top dose activity change, negative = inhibition, hits mostly inhibitors; actives 3% (n = 360,000); AID 485364, 2010; note: potency is the fitted concentration of half-maximal effect; nearly all actives have a fitted effect of over 60% in size
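Kinetic colorimetric format: TGR-catalysed, NADPH-driven DTNB reduction monitored via TNB absorbance. Enzyme dispensed at 20 nM; compound exposure 15 min at room temperature before reaction start.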
AmpC inh detg: qHTS Inhibitors of AmpC Beta-Lactamase (assay with detergent). P00811. AmpC hydrolysis of nitrocefin, absorbance 480 nm, 0.01% Triton. Potency, µM (highest dose often 114 µM), for inactives: at the highest dose activity change, negative = inhibition, hits mostly inhibitors. actives 0.041% (n = 370,000). AID 485294, 2010;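 note: potency is the fitted concentration of half-maximal effect; 0% = no-compound wells and -100% = no-enzyme wells; nearly all actives have a fitted effect of over 25% in size; some results filed as inactive show a strong effect at the top dose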
Target sequence (P00811 whole entry, looked up): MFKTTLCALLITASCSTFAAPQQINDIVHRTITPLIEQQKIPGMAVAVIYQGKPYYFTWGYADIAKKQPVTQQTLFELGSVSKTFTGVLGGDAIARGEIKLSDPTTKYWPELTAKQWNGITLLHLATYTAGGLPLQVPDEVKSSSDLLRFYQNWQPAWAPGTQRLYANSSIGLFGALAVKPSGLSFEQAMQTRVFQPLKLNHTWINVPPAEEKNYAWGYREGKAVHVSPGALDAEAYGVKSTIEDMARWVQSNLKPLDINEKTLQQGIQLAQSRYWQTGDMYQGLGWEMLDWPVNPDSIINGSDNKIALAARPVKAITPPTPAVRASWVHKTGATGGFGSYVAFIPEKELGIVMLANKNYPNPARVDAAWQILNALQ
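AmpC (5.3 nM in the dispensed reagent) in 20 mM phosphate pH 7.0 with 0.01% (detergent screen) or 0.0001% Triton X-100 was preincubated with compounds for 15 min at room temperature. Nitrocefin was then added from an 800 uM solution, and hydrolysis was followed at 480 nm.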
Giardia FBPA inh: qHTS Assay for Inhibitors of Fructose-1,6-bisphosphate Aldolase from Giardia Lamblia; A8B2U2; purified Giardia FBPA; Potency, µM (doses to about 59.6 µM), for inactives: at the top dose activity, negative = inhibition, most hits filed as inhibitors; actives 0.71% (n = 290,000); AID 2451, 2010; note: potency is the fitted concentration of half-maximal effect; nearly all actives have a fitted effect of over 55% in size
Target sequence (A8B2U2 whole entry, looked up): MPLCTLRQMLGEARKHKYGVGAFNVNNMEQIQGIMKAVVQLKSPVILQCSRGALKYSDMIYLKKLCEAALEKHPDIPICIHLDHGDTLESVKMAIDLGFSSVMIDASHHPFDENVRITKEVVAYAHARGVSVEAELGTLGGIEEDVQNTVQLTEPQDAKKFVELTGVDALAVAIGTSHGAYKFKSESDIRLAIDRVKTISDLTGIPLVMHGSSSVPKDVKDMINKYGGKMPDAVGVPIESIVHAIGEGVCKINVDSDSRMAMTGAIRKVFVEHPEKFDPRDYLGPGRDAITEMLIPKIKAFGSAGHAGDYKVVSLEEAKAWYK
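Giardia FBPA (40 nM reagent) was preincubated 10 min at RT with compound (up to 57.5 uM final), then substrate plus GAPDH/TPI/NAD/arsenate coupling system with diaphorase/resazurin was added; resorufin fluorescence (525/598 nm) was read after 20 min.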
* marks the source's active call; other numbers are inactive results; u = inconclusive; x = not tested or not shown; + = active, no number; [ ] = remark or other dose. Unless noted, calls come from the whole dose curve; as a rule, active = well fitted curve in the direction sought with a large enough effect; inconclusive = small, poorly fitted or top-dose-only effect, or another doubt; inactive = no such curve, though single readings can be large; an effect the other way counts as inactive or inconclusive. Unless noted, % is set by controls: 0 for no effect and ±100 for the full control effect.

No.	Structure	HCMV inh	HCV inh	AMA1-RON2 inh	Sm TGR inh	AmpC inh detg	Giardia FBPA inh
1	O=C(NCCCn1ccnc1)C(Cl)(Cl)Cl	-20	3%	-5%	x	4%	-3%
2	N[C@@H](Cc1ccccc1)C(=O)N1C[C@H]2C[C@@H](C1)c1cccc(=O)n1C2	15	-11%	-4%	4%	-15%	-15%
3	CCOc1ccccc1C(=O)NN1C(=O)CCC1=O	34	8%	-9%[2.32 µM]	0%	-6%	5%
4	Cc1ccc(C(=O)Nc2ccc(F)c(S(=O)(=O)N3CCOCC3)c2)s1	-3	u	5%	x	x	x
5	CC1Cc2ccccc2N1C(=O)c1cnc2ccccn2c1=O (centres undefined)	30	u	1%	0%	u	6%
6	C[C@H]1CN([C@@H](C)CO)C(=O)Cc2cc(NC(=O)CCC(F)(F)F)ccc2O[C@H]1CN(C)S(=O)(=O)c1ccc(Cl)cc1	-32	u	-5%	x	x	x
7	Cc1cc(C)cc(OCc2nnc(SCC(=O)NC3CC3)n2C)c1	22	2%	7%	0%	-7%	x
8	COc1cc(/C=C(\NC(=O)c2cc(OC)c(OC)c(OC)c2)C(=O)NC(C(=O)O)c2ccccc2)cc(OC)c1OC (centres undefined)	44	11%	-16%	-25%	3%	x
9	Cc1cccc2sc(NC(=O)C3c4ccccc4Oc4ccccc43)nc12	-37	u	23%	-23%	4%	0%
10	COC(=O)c1ccc(NC(=O)CS(=O)(=O)c2ccccc2)cc1	-10	6%	12%	0%	-12%	1%

Further entries follow.
No.	Structure	HCMV inh	HCV inh	AMA1-RON2 inh	Sm TGR inh	AmpC inh detg	Giardia FBPA inh
11	C/C(=N\N1CCCCCC1)c1c(O)n(-c2ccccc2C)c(=O)[nH]c1=O	-13	3%	-1%	-2%	-1%	10%
12	O=C(NCc1c(Cl)cccc1Oc1ccccc1)c1ccccc1	5	u	-8%	13%	2%	-1%
13	CN1CCN(c2ccccc2NC(=O)c2ccc(-c3ccccc3)cc2)CC1	65	u	-17%	6%	-16%	-4%
14	O=C(NCc1ccco1)c1ccc2c(=O)n(-c3ccccc3)c(=S)[nH]c2c1	u	16%	1%	2%	0%	1%
15	CC(C)(C)NC(=O)CSc1nc(N)c(NC(=O)c2ccccc2F)c(=O)[nH]1	-14	10%	5%	2%	0%	-21%
16	O=C(c1cc(Br)ccc1Cl)N1CCN(c2ncccn2)CC1	1	9%	-5%	-9%	-4%	-3%
17	O=C(CN1C(=O)NC2(CCCCC2)C1=O)Nc1ccc(F)cc1	4	14%	38%[activator]	-4%	9%	8%
18	CC1CC(C)CN(C(=O)C(C)N2CCN(S(=O)(=O)c3cccs3)CC2)C1 (centres undefined)	-8	4%	-3%	0%	9%	x
19	CCCN(C(=O)CSc1ncccn1)C1CCS(=O)(=O)C1 (centres undefined)	-13	8%	0%	x	x	x
20	COc1ccc(CN2CCNC(=O)C2CC(=O)NCCc2nc(C)c(C)s2)c(OC)c1 (centres undefined)	15	4%	6%	-7%	-4%	-9%

New compounds follow:
No.	Structure	HCMV inh	HCV inh	AMA1-RON2 inh	Sm TGR inh	AmpC inh detg	Giardia FBPA inh
21	Cc1nn(C)cc1C(=O)Nc1ccc2c(c1)OCCO2	21	5%	-12%	-7%	-8%	-6%
22	CCCn1nnnc1NCc1cccc(OC)c1	5	-6%	12%	36%[activator]	-7%	-3%
23	O=C(Nc1ccc(S(=O)(=O)N2CCOCC2)cc1)c1ccc(Cl)cc1	17	u	-1%	-14%	-3%	0%
24	CCn1c(SCC(=O)Nc2nc3ccc(OC)cc3s2)nnc1-c1ccoc1C	1	u	6%	-4%	u	0%
25	NNC(=O)c1cc2c(s1)-c1cc(Cl)ccc1SC2	-3	1%	96%[activator]	14%	6%	-1%
26	Cc1cccc(NC(=S)NCc2ccco2)c1C	u	u	0%	-10%	6%	5%
27	Cc1ccccc1-c1nc(CN2CCC(C(=O)NC3CCCCC3)CC2)c(C)o1	-29	-4%	-9%	-9%	-4%	7%
28	CC(CNC(=O)COc1ccccc1)OC(=O)Nc1cccc(Cl)c1 (centres undefined)	62	-19%	2%	-14%	u	-11%
29	CCOc1cc(/C=C2\C(=O)N(c3nc(-c4ccc(Br)cc4)cs3)N=C2c2ccccc2)ccc1O	x	-21%	84%[activator]	-17%	-9%	5%
30	CCCCNC(=S)NNC(=O)c1csc2ccccc12	36	7%	67%[activator]	-17%	-11%	4%

Later entries.
No.	Structure	HCMV inh	HCV inh	AMA1-RON2 inh	Sm TGR inh	AmpC inh detg	Giardia FBPA inh
31	CS(=O)(=O)Nc1ccc2c(c1)OCC(=O)N2Cc1ccccc1	-13	-1%	4%	-2%	u	4%
32	COC(=O)c1cc2c(ccn2-c2ccc(F)cc2)n1CC(=O)C(C)(C)C	-23	u	-14%	x	-4%	-15%
33	C=Cc1ccc(Cn2c(=O)n(CCCOC)c(=O)c3sccc32)cc1	-19	-28%	-2%	-22%	-21%	-4%
34	C1CCN(Cc2nnnn2C2CCCC2)CC1	20	-2%	4%	3%	-10%	5%
35	O=C(N/N=C/c1ccc(O)cc1)/C(=C/c1ccc([N+](=O)[O-])cc1)NC(=O)c1ccccc1	3	17%	8%	-4%	-1%	4%
36	COc1cc(Cl)c(C)cc1NC(=O)c1cnn(-c2ccc(F)cc2F)c1C1CCN(C(=O)OC(C)(C)C)CC1	0	x	x	5%	1%	x
37	Fc1ccc(COc2ccc(Br)cc2CNCC2CCCO2)cc1 (centres undefined)	u	-12%	0%	10%	u	-16%
38	O=C(NC1(C(F)(F)F)N=C2SCCN2C1=O)C1CCCCC1 (centres undefined)	-7	12%	-2%	-17%	u	-14%
39	O=C(COc1ccc(Br)cc1)NCCNC(=O)c1ccncc1	-20	1%	-17%	7%	1%	29%
40	Cc1c(N2C(=O)CSC2=S)c(=O)n(-c2ccccc2)n1C	11	7%	-2%	-6%	0%	-9%

Additional results follow:
No.	Structure	HCMV inh	HCV inh	AMA1-RON2 inh	Sm TGR inh	AmpC inh detg	Giardia FBPA inh
41	O=C(c1ccc(Cl)cc1)N1CCC(N2CCC(C(=O)N3CCOCC3)CC2)CC1	-8	29%	-13%	-28%	-1%	x
42	COC(=O)CN(c1cc(Cl)ccc1OC)S(=O)(=O)c1ccc(OC)c(OC)c1	u	0%	0%	0%	u	6%
43	C=CCn1c(Cc2cccs2)nnc1SCC(=O)Nc1cc(OC)cc(OC)c1	9	-27%	-13%	0%	-6%	11%
44	O=C(NCc1cccc2[nH]ccc12)C1CCC(=O)N(CCc2ccc(Cl)cc2)C1 (centres undefined)	49	x	10%	-32%	3%	x
45	CCCCCCn1c(N2CCCC2)nc2c1c(=O)[nH]c(=O)n2C	25	-10%	6%	5%	1%	5%
46	Cc1cc(OCC(=O)NCc2cccnc2)c2c(C)c(C)c(=O)oc2c1	0	3%	0%	-6%	-2%	x
47	Fc1ccccc1Oc1ncnc2c1oc1ccccc12	-3	x	x	-2%	-4%	x
48	COc1ccc(C2N(c3ccccc3)C(=O)C2(F)F)cc1OC (centres undefined)	-21	1%	-13%	-2%	-6%	4%
49	Cc1ccc(C)n1-c1c(C(=O)NN)cnn1-c1ccccc1	3	5%	30%	-5%	u	-8%
50	Cc1cc(C)c(NC(=O)C2CCN(c3nc4ccccc4[nH]3)CC2)c(C)c1	+	x	x	48%[activator]	15%	x

Next section
No.	Structure	HCMV inh	HCV inh	AMA1-RON2 inh	Sm TGR inh	AmpC inh detg	Giardia FBPA inh
51	CCC(C)(C(=O)NC1CCCC1)N(Cc1cccs1)C(=O)c1ccc2c(c1)OCO2 (centres undefined)	u	-24%	4%	1%	u	5%
52	O=C(NNC1CC(=O)N(c2ccc3c(c2)OCCO3)C1=O)c1ccc(Cl)cc1 (centres undefined)	5	11%	-12%	-1%	u	4%
53	CC(C)C(CCNC1CCN(C)CC1)c1ccc(Cl)cc1 (centres undefined)	-99*	1.4µM*	-14%	-17%	-1%	u
54	CCCCS(=O)(=O)c1oc(-c2ccc(F)cc2)nc1S(=O)(=O)c1ccccc1	-99*	x	x	0%	-3%	x
55	O=C(COS(=O)c1ccccc1)Nc1cc(Cl)ccc1N1CCOCC1 (centres undefined)	8	-3%	-6%	x	4%	-10%
56	CCC(C)Sc1nc2c(cnn2-c2ccccc2)c(=O)[nH]1 (centres undefined)	7	-20%	14%	-7%	-8%	-6%
57	CCCCc1c(C)[nH]c(C(=O)OCC)c1C	39	-11%	u	3%	0%	-4%
58	Cc1cccc(N2NC(=O)/C(=C/c3ccc(-c4ccc(Cl)c(C(=O)O)c4)o3)C2=O)c1	-16	-3%	-4%	0%	-1%	14%
59	Cc1ccc2[nH]c(=O)c(N3CCOCC3)c(-c3ccccc3)c2c1	-40	11%	-9%	5%	-6%	2%
60	COC(=O)c1sc2[nH]c(=S)n(N)c(=O)c2c1C	x	-1%	83%[activator]	-7%	5%	u

(cont.)
No.	Structure	HCMV inh	HCV inh	AMA1-RON2 inh	Sm TGR inh	AmpC inh detg	Giardia FBPA inh
61	CCOc1cc(/C=N\NC(=O)CC(=O)NCCc2ccccc2)ccc1O	-2	-27%	27%	x	4%	2%
62	Cc1cccc(NC2=NC3(CCCCC3)N=C(N)N2)c1C	52	3%	-1%	-25%[11.4 µM]	-13%	-10%
63	COc1ccccc1N1CCN(Cc2cc(OC)c3c(c2)OCO3)CC1	97	-4%	-3%	-4%	-15%	u
64	N#C/C(=C\c1ccc(-c2ccc(C(=O)O)cc2)o1)C(=O)NCC1CCCO1 (centres undefined)	x	-12%	-2%	13%	-14%	-17%
65	O=C(NC1(C(F)(F)F)NC(=O)N(C2CCCC2)C1=O)C1CC1 (centres undefined)	-27	10%	-8%	4%	1%	1%
66	NC(=O)C1CCCN(C(=O)CCCNC(=O)c2ccc(Cl)cc2)C1 (centres undefined)	3	2%	-12%	6%	6%	x
67	Cc1ccc(C(=O)NCCNC(=O)c2ccco2)cc1C	-16	15%	-2%	-11%	-9%	-1%
68	CO/N=C\CC(=O)Nc1ccc(Cl)cc1Cl	2	-26%	1%	5%	2%	15%
69	Cc1ccc(C)c(OCc2cc(C(=O)N(C)Cc3ccccn3)no2)c1	-16	-8%	87%[activator]	7%	1%	-6%

4 records picked at random from the list so far, as already listed:
No.	Structure	HCMV inh	HCV inh	AMA1-RON2 inh	Sm TGR inh	AmpC inh detg	Giardia FBPA inh
63	COc1ccccc1N1CCN(Cc2cc(OC)c3c(c2)OCO3)CC1	97	-4%	-3%	-4%	-15%	u
61	CCOc1cc(/C=N\NC(=O)CC(=O)NCCc2ccccc2)ccc1O	-2	-27%	27%	x	4%	2%
64	N#C/C(=C\c1ccc(-c2ccc(C(=O)O)cc2)o1)C(=O)NCC1CCCO1 (centres undefined)	x	-12%	-2%	13%	-14%	-17%
69	Cc1ccc(C)c(OCc2cc(C(=O)N(C)Cc3ccccn3)no2)c1	-16	-8%	87%[activator]	7%	1%	-6%

Source: PubChem BioAssay (National Center for Advancing Translational Sciences (NCATS))
